Apoferritin bind = qHTS Assay for Identification of Novel General Anesthetics; 0.074% of 350,000 active; Potency, µM (doses to about 77.5 µM), for inactives: at the top dose activity change, negative = displacement, most hits filed as inhibitors; AID 485281, 2010; apoferritin/1-aminoanthracene competitive binding, fluorescence; Ferritin light chain (Equus caballus), P02791; note: nearly all actives have a fitted effect of over 20% in size
Target sequence (P02791 2-175 limits assumed): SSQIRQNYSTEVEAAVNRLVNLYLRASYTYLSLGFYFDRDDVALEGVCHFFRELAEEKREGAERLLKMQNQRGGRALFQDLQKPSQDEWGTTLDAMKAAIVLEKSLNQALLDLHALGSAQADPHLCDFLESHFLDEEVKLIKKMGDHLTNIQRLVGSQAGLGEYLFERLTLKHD
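Horse-spleen apoferritin (10 uM) in 50% saturated 1-aminoanthracene in PBS was incubated 10 min at room temperature with compound. Fluorescence (ex 380, em 535 nm) was normalized to free and bound 1-AMA, with concentration-response fitted by a four-parameter Hill equation.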
APEX1 inh = qHTS Assay for Inhibitors of the Human Apurinic/apyrimidinic Endonuclease 1 (APE1) | DNA repair nuclease/redox regulator APEX1 (Homo sapiens), P27695 | recombinant APE1, TAMRA/BHQ-2 abasic DNA cleavage fluorescence | Potency, µM (doses to about 65.8 µM), for inactives: top-dose activity change, negative = inhibition, most hits filed as inhibitors | 0.35% of 350,000 active | AID 2517, 2012;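 note: plate controls were vehicle for no effect and reference inhibitor for full effect; nearly all actives have a fitted effect of over 55% in size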
Target sequence (P27695 whole entry, looked up): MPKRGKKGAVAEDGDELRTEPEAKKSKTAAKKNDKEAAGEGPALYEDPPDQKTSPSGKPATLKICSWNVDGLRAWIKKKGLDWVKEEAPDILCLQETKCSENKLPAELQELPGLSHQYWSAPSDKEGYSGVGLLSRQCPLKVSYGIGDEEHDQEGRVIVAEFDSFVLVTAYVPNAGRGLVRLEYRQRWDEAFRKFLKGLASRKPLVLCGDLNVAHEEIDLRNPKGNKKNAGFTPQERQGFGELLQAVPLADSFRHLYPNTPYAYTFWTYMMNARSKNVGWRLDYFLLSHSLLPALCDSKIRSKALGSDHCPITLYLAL
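Incision of a quenched TAMRA/BHQ-2 THF abasic-site duplex (50 nM) by 0.75 nM APE1, after 15 min compound preincubation, measured as fluorescence increase over three 60 s reads. Values normalized to buffer, DMSO and NSC13755 control wells.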
* = called active by the depositor; ? = inconclusive; & = joins results of further samples; [ ] = remark or other dose. Calls come from the whole dose curve; as a rule, active = well fitted inhibition curve with a large enough effect; inconclusive = small, poorly fitted or top-dose-only effect; inactive = no such curve, though single readings can be large or run the other way. Unless noted, % is set by controls: 0 for no effect and ±100 for the full control effect; potency is the fitted concentration of half-maximal effect. Only part of the results is shown; rates above refer to the full screens.

| mol | APEX1 inh | Apoferritin bind |
| --- | --- | --- |
| CO[C@H]1COC(=O)CCC[C@@H](C)[C@H](OC)COC(=O)[C@H]2CCCN2C(=O)C/C=C\[C@@H]1C | 22%[12.4 µM] | -4%[15.3 µM] |
| CCN1CCCC1Cn1c(-c2ccccc2)nc2c(NCCOC)nc(C)nc21 (centres undefined) | -3% | 0% |
| CCCn1c(C)nc2c(NCCN3CCCC3)nc(C)nc21 | -2% | 1% |
| O=C1[C@H]2[C@H]3[C@H](O)[C@H](O)C/C(=N/OC[C@@H](O)COCc4ccco4)[C@H]3CC[C@@H]2C(=O)N1c1cccc(Oc2ccccc2)c1 | 4%[12.4 µM] | 6%[15.3 µM] |
| CCc1cc2c(nc1CC)CCN(CC/C(C)=N/OC[C@@H](O)COCc1ccco1)C2 | 38%[activator][12.4 µM] | -8%[15.3 µM] |
| CCc1cc2c(nc1CC)CCN(CC/C(C)=N/O[C@@H](C)c1cn([C@@H]3COC[C@@H]3O)nn1)C2 | 25%[12.4 µM] | 6%[15.3 µM] |
| CCCCCCC1=Cc2cc(OC)c(OC)cc2C(CC(=O)/C=C/OC)O1 (centres undefined) | ? | -7%[15.3 µM] |
| COC(=O)[C@@]1(Cc2ccccc2)[C@H]2c3cc(C(=O)N4CCCC4)n(CCN4CNCC4=O)c3C[C@H]2CN1C(=O)c1ccccc1 | -5% | -8% |
| CC(=O)OC[C@@H]1O[C@H](C/C=N\OC[C@@H](O)[C@H]2O[C@H]3OC(C)(C)O[C@H]3[C@@H]2O)C=C[C@@H]1OC(C)=O | 34%[activator][12.4 µM] | 10%[15.3 µM] |
| CO[C@H]1COC(=O)C/C=C\[C@H](C)COC(=O)[C@@H](C)NC(=O)C/C=C\[C@@H]1C | 13%[12.4 µM] | -13%[15.3 µM] |
| CCCCCCC(=O)Cc1cc(OC)c(OC)cc1/C=C(/C(C)=O)C(=O)OC | ? | -9%[15.3 µM] |
| C=CCOC(=O)C(C(C)=O)C(NC(=O)OC)c1ccco1 (centres undefined) | ? | -4%[15.3 µM] |
| CCc1cc2c(nc1CC)CCN(CC/C(C)=N/O[C@@H](C)c1cn([C@H](CO)Cc3ccccc3)nn1)C2 | 4%&21%[12.4 µM] | -14%&-1%[15.3 µM] |
| CCC1OCCC=CC1C (centres undefined) | 6%[12.4 µM] | -12%[15.3 µM] |
| O=C(O)c1ccc(S(=O)(=O)N[C@H](Cc2ccc(C(F)(F)F)cc2)C(=O)O)cc1 | 11% | 5% |
| CCN1C(=O)[C@H]2[C@H]3[C@H](O)[C@H](O)C/C(=N/NC(=O)OCc4ccc(OC)cc4)[C@H]3CC[C@@H]2C1=O | ? | 6%[15.3 µM] |
| COC(=O)c1ccc(C(NC(=O)OCc2ccccc2)/C(C)=C/[C@@H](C)C(=O)NCc2nc3ccccc3s2)cc1 (some centres undefined) | -6% | -11% |
| NC(=O)c1cccc(C[C@H](C(=O)O)N2C(=O)c3ccc(C(=O)O)cc3C2=O)c1 | ? | 3% |
| CCCC[C@@H]1C[C@H]1[C@@H](NP(=O)(c1ccccc1)c1ccccc1)c1ccccc1OC | -1% | 2% |
| COc1cc(OC)cc(C2=Nn3c(nnc3-c3cccc(OC)c3)SC2)c1 | 0% | -5% |
| CCCCCC1=C2CNC(CC(C)C)(C(=O)OC)C=C2C(C)C1=O (centres undefined) | -8% | 5% |
| CO[C@H]1COC(=O)C/C=C\[C@@H](C)COC(=O)[C@@H](OCc2ccccc2)/C=C\[C@@H]1C | 12%[12.4 µM] | -5%[15.3 µM] |
| O=C(O)c1ccc(S(=O)(=O)N[C@H](Cc2ccccc2)C(=O)O)cc1 | -10% | -1% |
| Cc1nc(NC2CCCCC2)c2nc(-c3ccccc3)n(CCN3CCCC3)c2n1 | 0% | -7% |
| Cc1cc2c(nc1C)CCCN2C[C@H](C)O/N=C1/[C@H]2O[C@@H]2[C@@H](O)[C@H]2[C@H]1CCn1c(=O)n(-c3ccccc3)c(=O)n12 | 32%[activator][12.4 µM] | 48%[activator][15.3 µM] |
| COc1ccc(COC(=O)N/N=C2/C[C@@H](O)[C@@H](O)[C@@H]3[C@@H]4C(=O)N(C[C@@H]5CCCO5)C(=O)[C@H]4CC[C@H]23)cc1 | ? | 2%[15.3 µM] |
| COCn1c2ccccc2c2nnc(C(C)=O)nc21 | 51%&26%[activator][12.4 µM] | -2%&11%[15.3 µM] |
| CCC/C=C(\CCC)C(NS(=O)(=O)c1ccc(-c2ccccc2)cc1)c1ccc(C(=O)OC)cc1 (centres undefined) | 11% | 9% |
| COc1cccc([C@@H]2Oc3ccc(OC)cc3/C(=N/O[C@@H](C)CN3CCCc4nc(C)c(C)cc43)[C@@H]2O)c1 | -3%[12.4 µM] | -5%[15.3 µM] |
| CC(=O)C[C@H](O)[C@@H](NC(=O)OC(C)(C)C)C(C)C | 39%[activator][12.4 µM] | 1%[15.3 µM] |
| COC(=O)C/C=C\[C@@H](C)[C@@H](/C=N\O[C@@H](C)CN1CCCCc2nc(C)c(C)cc21)OC | 42%[activator][12.4 µM] | -5%[15.3 µM] |
| COCCNC(=O)[C@H](C)/C=C/C(NC(=O)OCc1ccccc1)c1ccc(C(=O)OC)cc1 (some centres undefined) | 11% | -4% |
| COC(=O)[C@@]1(Cc2ccccc2)[C@H]2c3cc(C(=O)N(C)C)n(Cc4ccc(OC)c(OC)c4)c3C[C@H]2CN1C(=O)c1ccccc1 | 3% | -1% |
| COc1cccc(C2=Nn3c(nnc3-c3cccc(OC)c3)SC2)c1 | -6% | ? |
| CCOC(=O)N/N=C1/C[C@@H](O)[C@@H](O)[C@@H]2[C@@H]3C(=O)N([C@@H](C)c4ccccc4)C(=O)[C@H]3CC[C@@H]12 | 4%[12.4 µM] | 7%[15.3 µM] |
| C[C@H](c1ccccc1)N1C(=O)[C@H]2[C@@H]3[C@H](O)[C@H](O)CC(=O)[C@H]3CC[C@H]2C1=O | -5%[12.4 µM] | -5%[15.3 µM] |
| COc1ccc(O[C@H]2C=C[C@@H](c3ccccc3)O[C@@H]2CO/N=C\[C@@H](C)[C@H](OCc2ccccc2)C(C)C)cc1 | 0%[12.4 µM] | -1%[15.3 µM] |
| COC(=O)[C@@]1(Cc2ccc(F)cc2)[C@H]2c3cc(C(=O)N(C)C)n(CCc4ccc(O)c(O)c4)c3C[C@H]2CN1C(=O)c1ccccc1 | -6% | -8% |
| COC(=O)C1=C(C)[C@@H](O)[C@@H](C)[C@H](c2c(OC)c(OC)c(C)c(OC)c2OC)O1 | -4%[12.4 µM] | -8%[15.3 µM] |
| COC(=O)CC1Oc2cc3oc4c(c3cc2O1)C(=O)CC(C)(C)C4 (centres undefined) | 10% | -3% |
| C=CC[C@@H]1C=C[C@H](O/N=C2\c3cc(OC)ccc3O[C@H](c3cccc(OC)c3)[C@H]2O)[C@H](CO)O1 | 20%[12.4 µM] | 6%[15.3 µM] |
| Cc1nc(N2CCOCC2)c2nc(-c3ccccc3)n(CCN3CCOCC3)c2n1 | -2% | -12% |
| C[C@@H](C(=O)NCc1cccc2ccccc12)[C@H]1C[C@]1(C)[C@H](NC(=O)OCc1ccccc1)c1ccccc1 | 0% | -5% |
| CC(=O)N1C2(C=CC1(C)C(=O)NCc1ccccn1)CCCCC2 (centres undefined) | -2% | -4% |
| CO[C@@H]1COC(=O)C/C=C\[C@H](C)COC(=O)[C@H](C)NC(=O)C/C=C\[C@H]1C | 28%[12.4 µM] | 10%[15.3 µM] |
| N#Cc1nc(Nc2ccccc2)nc(NC2CCCCC2)n1 | 35µM* | ? |
| COc1ccc(OC2C=CC(C#Cc3ccccc3)OC2CO)cc1 (centres undefined) | ? | -20%[15.3 µM] |
| COC(=O)CNC(=O)C1(CC(C)C)C=CCN1C(=O)c1ccccc1 (centres undefined) | -1% | -3% |
| CON(C)C(=O)c1nnc2c3ccccc3n(S(=O)(=O)c3ccc(C)cc3)c2n1 | -7%&-9%[12.4 µM] | -10%&-15%[15.3 µM] |
| COC(=O)C12CC3(CCC4C5C(C(OCc6ccccc6)C41)C52)OCCO3 (centres undefined) | 3%[12.4 µM] | 4%[15.3 µM] |
| CCC(Nc1ncnc2ccc(-c3c(C)noc3C)cc12)c1ccccc1 (centres undefined) | 13% | -11% |
| CC(C)(C)N1C(=O)[C@H]2[C@H]3[C@H](O)[C@H](O)C/C(=N/OC[C@@H](O)COCc4ccco4)[C@@H]3CC[C@@H]2C1=O | 9%[12.4 µM] | -1%[15.3 µM] |
| COC(=O)C/C=C\[C@@H](C)[C@@H](/C=N\OC[C@@H]1O[C@H](c2ccccc2)C=C[C@@H]1Oc1ccc(OC)cc1)OC | -5%[12.4 µM] | -7%[15.3 µM] |
| CC(C)=CCC/C(C)=C/CO/N=C1/C[C@@H](O)[C@@H](O)[C@@H]2[C@@H]3C(=O)N([C@@H](C)c4ccccc4)C(=O)[C@H]3CC[C@H]12 | 14%[12.4 µM] | -10%[15.3 µM] |
| COc1cccc([C@H]2Oc3ccc(OC)cc3/C(=N\O[C@@H]3O[C@H](COC(C)=O)[C@H](OC(C)=O)[C@H](OC(C)=O)[C@H]3OC(C)=O)[C@@H]2O)c1 | -4%[12.4 µM] | -5%[15.3 µM] |
| COC(=O)C1=C(C)N(Cc2ccccc2)C2=C3C(=O)N(C)C(=O)C3[C@@](O)(C(=O)OC)C(=O)N2C1c1ccccc1 (some centres undefined) | -11%&-11%[12.4 µM] | 2%&1%[15.3 µM] |
| CC[C@@H](c1ccccc1)n1c(=O)n2n(c1=O)[C@H]1[C@H](O)[C@H]3O[C@@H]3/C(=N/OC[C@@H](O)COCc3ccco3)[C@@H]1CC2 | ? | -13%[15.3 µM] |
| O=C(N[C@@H](c1ccccc1)[C@@H]1C[C@H]1C(=O)NCc1ccccc1)OCc1ccccc1 | -3% | 2% |
| C=CCCC/C=C(/C)C(OCc1ccc(OC)cc1)C(CC/C=C(\C)C(N)=O)OC (centres undefined) | 8%[12.4 µM] | -11%[15.3 µM] |
| COC(=O)[C@@]1(Cc2ccc(OC)cc2)[C@H]2c3cc(C(=O)N(C)C)n(Cc4ccc(Cl)c(C(F)(F)F)c4)c3C[C@H]2CN1C(=O)c1ccccc1 | -2% | -9% |

Following part
| mol | APEX1 inh | Apoferritin bind |
| --- | --- | --- |
| CCCCCCC1=Cc2cc(OC)c(OC)cc2C(C(C(C)=O)C(=O)OC)O1 (centres undefined) | ? | 5%[15.3 µM] |
| COC(=O)[C@@]1(Cc2ccc(F)cc2)[C@H]2c3cc(C(=O)N(C)C)n(Cc4cccc5ccccc45)c3C[C@H]2CN1C(=O)c1ccccc1 | -8% | -3% |
| CC1(C)C(=O)C(c2ccccc2)=C2CN3C(=O)N(CCc4ccccc4)C(=O)C3(Cc3ccc(C(F)(F)F)cc3)C=C21 (centres undefined) | -6% | -12% |
| COC(=O)c1ccc(C(NC(=O)OCc2ccccc2)/C(=C/[C@@H](C)C(=O)NC2CCCCC2)c2cccnc2)cc1 (some centres undefined) | -10% | -4% |
| O=C(O)c1ccc(NS(=O)(=O)c2ccsc2C(=O)O)c(O)c1 | -8% | -13% |
| COc1cccc([C@@H]2Oc3ccc(OC)cc3/C(=N/OC[C@@H](C)[C@H](OCc3ccccc3)C(C)C)[C@@H]2O)c1 | -4%[12.4 µM] | 0%[15.3 µM] |
| CC(C)=CCC1(CC=C(C)C)C(=O)C(C(=O)c2ccccc2)=C2OC(C)(C)CCC2(CC=C(C)C)C1=O (centres undefined) | -20%[12.4 µM] | -12%[15.3 µM] |
| COc1ccc(-c2ccc3c(n2)CCCN3C[C@H](O)CN2CCCc3nc(-c4ccc(Br)cc4)ccc32)cc1 | 31%&28%[activator][12.4 µM] | -7%&-4%[15.3 µM] |
| CCc1cc2c(nc1CC)CCN(CC/C(C)=N/O[C@@H](C)CN1CCCc3nc(C)c(C)cc31)C2 | -9%[12.4 µM] | 2%[15.3 µM] |
| COC(=O)[C@@H]1CC[C@H](C)[C@@H](c2ccc(C)cc2)N1C(=O)c1ccc(/C=N\OC[C@@H]2O[C@H](c3ccccc3)C=C[C@@H]2Oc2ccc(OC)cc2)cc1 | ? | -1%[15.3 µM] |
| CC(=O)Nc1ccc(C2C(C)CCC3C(=O)N4C(CCC(C)[C@@H]4c4ccc(NC(C)=O)cc4)C(=O)N32)cc1 (some centres undefined) | 37%[activator][12.4 µM] | -3%[15.3 µM] |
| FC(F)(F)c1ccc(CN2C[C@@H]3C(c4ccc(C(F)(F)F)cc4)C4(c5ccccc5)CC3(C4)[C@H]2c2ccccc2)cc1 (some centres undefined) | -4% | -9% |

4 compounds picked at random from the list so far, as already listed:
| mol | APEX1 inh | Apoferritin bind |
| --- | --- | --- |
| COc1cccc([C@@H]2Oc3ccc(OC)cc3/C(=N/OC[C@@H](C)[C@H](OCc3ccccc3)C(C)C)[C@@H]2O)c1 | -4%[12.4 µM] | 0%[15.3 µM] |
| O=C(O)c1ccc(NS(=O)(=O)c2ccsc2C(=O)O)c(O)c1 | -8% | -13% |
| FC(F)(F)c1ccc(CN2C[C@@H]3C(c4ccc(C(F)(F)F)cc4)C4(c5ccccc5)CC3(C4)[C@H]2c2ccccc2)cc1 (some centres undefined) | -4% | -9% |
| CC(C)=CCC1(CC=C(C)C)C(=O)C(C(=O)c2ccccc2)=C2OC(C)(C)CCC2(CC=C(C)C)C1=O (centres undefined) | -20%[12.4 µM] | -12%[15.3 µM] |
